High-throughput results as filed in PubChem.
PhoP inhibition: inhibitors of PhoP regulon expression, primary screen, Salmonella Typhimurium, GFP reporter (AID 1863); S. Typhimurium PhoP-regulated promoter GFP reporter, 4 h; higher % means a stronger effect; 300,000 tested, 0.16% active; inhibition, % at 50 µM, or IC50 in µM where a hit was titrated;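 active = inhibition over 29.93%, a cutoff 3 SD above the screen mean, later confirmed by dose response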;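 note: 0% = low Mg2+ inducing control and 100% = high Mg2+ repressing control; strong numbers were not always called active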
Active calls of the source: *. Only part of the results is shown (hit frequency here may not be typical).

no. | Structure | PhoP inhibition
1 | O=C(CSc1nc(=O)n(CCCN2CCOCC2)c2c1CCC2)Nc1ccc(F)cc1F | -3%
2 | O=C(OCc1ccccc1F)c1cc([N+](=O)[O-])ccc1N1CCOCC1 | -7%
3 | C=CCN1CCc2cc(O)c(O)cc2C(c2ccccc2)C1 (stereo not given) | 1%
4 | COc1cccc(C(=O)NCCS(=O)(=O)NCc2ccco2)c1 | 5%
5 | Cc1cccc(OCC(=O)Nc2cc(Cl)ccc2-n2cncn2)c1C | -9%
6 | CC(=O)N/C(=C\c1ccccc1)C(=O)OCC(=O)Nc1cc(S(=O)(=O)N(C)C)ccc1C | -10%
7 | CCCCn1c(N)c(N(CCC(C)C)C(=O)CC2CCCCC2)c(=O)[nH]c1=O | -5%
8 | CCOc1ccc(C(=O)C(C)OC(=O)Cn2c(C)csc2=O)cc1 (stereo not given) | 0%
9 | CC12CCC(=O)N1C(C(=O)Nc1cccc(S(=O)(=O)N3CCCCCC3)c1)CS2 (stereo not given) | 2%
10 | Cc1ccc(SCC(=O)OCC(=O)N(C)CC(=O)Nc2ccc(F)cc2)cc1 | -6%

Quoted at random: 2 compounds from above.
no. | Structure | PhoP inhibition
2 | O=C(OCc1ccccc1F)c1cc([N+](=O)[O-])ccc1N1CCOCC1 | -7%
10 | Cc1ccc(SCC(=O)OCC(=O)N(C)CC(=O)Nc2ccc(F)cc2)cc1 | -6%

Next entries
no. | Structure | PhoP inhibition
11 | O=C(Nc1nc(-c2ccc(Cl)cc2)cs1)C1=COCCO1 | -4%
12 | COc1ccc(C(=O)NCCS(=O)(=O)NCc2ccc(F)cc2)cc1 | -1%
13 | CC1CCCCN1S(=O)(=O)CCNC(=O)c1ccccc1 (stereo not given) | 4%
14 | CCN(CC(=O)Nc1c(F)cccc1F)C(=O)CCN1C(=O)c2cccc([N+](=O)[O-])c2C1=O | -7%
15 | Cc1cc(OCC(=O)NCC(c2cccs2)N2CCOCC2)ccc1C(C)C (stereo not given) | -7%
16 | Nc1ncn([C@@H]2O[C@H](CO)[C@@H](O)[C@H]2O)c(=O)n1 | 50µM*
17 | O=C(c1ccc(S(=O)(=O)N2CCCCCC2)cc1)N1CCCC(C(F)(F)F)C1 (stereo not given) | 6%
18 | CCOc1ccc(NS(=O)(=O)c2ccc(C(=O)NCC(c3ccco3)N(C)C)cc2)cc1 (stereo not given) | 0%
19 | O=C(NCC(c1ccco1)N1CCc2ccccc2C1)c1ccc(Cl)c([N+](=O)[O-])c1 (stereo not given) | -10%
20 | COc1ccccc1C(=O)NCCC(=O)NCc1cccs1 | 1%
21 | Cc1ccc(SCC(=O)OCC(=O)NCCNC(=O)COC(=O)CSc2ccc(C)c(C)c2)cc1C | -1%
22 | COc1ccc2c(c1)CC[C@@H]1[C@@H]2CC[C@]2(C)[C@@H](C(=O)O)C[C@@H]12 | -2%
23 | CC(=O)N1CCc2c(sc(NC(=O)CCS(=O)(=O)c3ccc(C)cc3)c2C#N)C1 | 1%
24 | CCN1CCN(c2ccc(S(=O)(=O)N3CCCCC3)cc2NC(=O)c2cc3ccccc3o2)CC1 | 1%
25 | CC(NC(=O)c1ccccc1F)c1cccc2ccccc12 (stereo not given) | -5%
26 | CN1C(=O)[C@@H]2[C@H](C1=O)[C@@H]1C(=O)Nc3ccccc3C(=O)N1[C@@H]2c1ccc(Br)cc1 | -5%
27 | Cc1cccc(NC(=O)CN2C(=O)c3ccccc3S2(=O)=O)n1 | 2%
28 | COc1cccc(-c2ccc3nnc(SCC(=O)Nc4ccc(NC(C)=O)cc4)n3n2)c1 | 4%
29 | COc1ccc(C(CNC(=O)c2ccc(NS(=O)(=O)c3ccc(F)c(C)c3)cc2)N(C)C)cc1 (stereo not given) | -9%
30 | COc1ccc(OC)c(CN2CCN(C(=O)c3ccc(NS(=O)(=O)c4cccc([N+](=O)[O-])c4)cc3)CC2)c1 | 9%

Some of these compounds in order of heavy-atom count, falling:
no. | Structure | PhoP inhibition
23 | CC(=O)N1CCc2c(sc(NC(=O)CCS(=O)(=O)c3ccc(C)cc3)c2C#N)C1 | 1%
27 | Cc1cccc(NC(=O)CN2C(=O)c3ccccc3S2(=O)=O)n1 | 2%
25 | CC(NC(=O)c1ccccc1F)c1cccc2ccccc12 (stereo not given) | -5%

Next section:
no. | Structure | PhoP inhibition
31 | CN(CC(=O)Nc1cccc(F)c1)C(=O)c1ccc2c(=O)n3c(nc2c1)CCC3 | -9%
32 | CCCCN1C(=O)C(=O)N(CC(=O)Nc2sc(C)c(CC)c2C(=O)OCC)C1=O | -5%
33 | CN(CC(=O)Nc1ccccc1Cl)C(=O)CSC(=S)N1CCCC1 | -6%
34 | O=C(NCCS(=O)(=O)N1CCN(c2ccccc2)CC1)c1ccc(Br)o1 | 7%
35 | O=C(COC(=O)Cc1n[nH]c(=O)c2ccccc12)Nc1c(Cl)cccc1C(F)(F)F | -5%
36 | CC(C)CN(C(=O)Cn1c(C(F)(F)F)nc2ccccc21)C1CCS(=O)(=O)C1 (stereo not given) | 2%
37 | O=C(NC(Cc1ccccc1)C(=O)N1CCCCC1)c1ccccc1 (stereo not given) | -1%
38 | Cc1ccc(NC(=O)CSc2nnc(Cc3csc(C)n3)o2)c(C)c1 | 4%
39 | Cc1ccc(-c2nn(-c3ccc(F)cc3)cc2C(=O)N(C)CC(=O)Nc2ccc(N3CCOCC3)cc2)cc1 | -2%
40 | O=C(NCC(c1ccco1)N1CCN(c2ccccc2F)CC1)c1ccco1 (stereo not given) | 5%
41 | NC(=O)CSc1nnc(NC(=O)c2ccc3ccccc3c2)s1 | 2%
42 | CCCCn1c(N)c(N(CCOC)C(=O)C2CCN(S(=O)(=O)c3ccc(C)cc3)CC2)c(=O)[nH]c1=O | -3%
43 | O=C(COC(=O)c1cc(Cl)ccc1O)c1ccc2c(c1)OCO2 | -2%
44 | COc1ccccc1C(=O)COC(=O)CN1C(=O)C2CC=CCC2C1=O (stereo not given) | 1%
45 | O=C(COC(=O)c1ccccc1[N+](=O)[O-])NC(=O)c1ccccc1 | 7%
46 | CCN(C(=O)CN1C(=O)NC2(CCc3ccccc32)C1=O)C1CCCCC1 (stereo not given) | 0%
47 | CC(=O)O[C@H]1CC[C@@]2(C)[C@@H](CC[C@H]3[C@@H]4CC[C@H](C(C)O)[C@@]4(C)CC(=O)[C@@H]32)C1 (stereo not given in full) | 8%
48 | CCN(CC(=O)Nc1ccccc1C(F)(F)F)C(=O)c1oc2c(Cl)cccc2c1C | -2%
49 | O=C(c1cccc(S(=O)(=O)N2CCCCC2)c1)N(CCc1ccccc1)Cc1ccccc1 | 0%
50 | COc1cccc(N2CC(NS(=O)(=O)c3ccc4ccccc4c3)CC2=O)c1 (stereo not given) | 12%
51 | O=C(Nc1cc(F)ccc1F)c1ccc(-n2cncn2)c([N+](=O)[O-])c1 | 2%
52 | COc1ccc(NS(=O)(=O)c2cc(C(=O)N3CCN(C/C=C/c4ccccc4)CC3)ccc2C)cc1 | -2%
53 | O=C(COC(=O)Cc1ccc(Cl)cc1)Nc1ccc2[nH]c(=O)[nH]c2c1 | -1%
54 | NCC(=O)CCC(=O)O | -2%
55 | Cc1ccc2sc(N(CCCN(C)C)C(=O)c3ccc(S(=O)(=O)N4CCc5ccccc5C4)cc3)nc2c1C | -1%
56 | CSCCC(NS(=O)(=O)c1ccccc1F)C(=O)NCC(c1ccc(F)cc1)N1CCOCC1 (stereo not given) | 2%
57 | CCCCn1c(N)c(N(CC)C(=O)c2cc(S(=O)(=O)N3CCCCCC3)ccc2OC)c(=O)[nH]c1=O | 4%
58 | COc1ccc(NC(=O)CN(C)C(=O)c2cc(-c3ccc(Cl)cc3)nc3ccccc23)cc1 | 9%
59 | Cn1c(=O)c2c(nc(Cl)n2CC(=O)NC2(C#N)CCCCC2)n(C)c1=O | 0%
60 | O=C(Cc1ccc(S(=O)(=O)N2CCOCC2)s1)Nc1ccc(S(=O)(=O)N2CCCCC2)cc1 | 2%
61 | CC(NC(=O)COC(=O)CNC(=O)c1ccc(-c2ccccc2)cc1)c1ccccc1 (stereo not given) | -5%
62 | COc1ccc(NS(=O)(=O)c2cccc(C(=O)NCC3CCCO3)c2)cc1 (stereo not given) | -4%
63 | Cc1ccc([C@@H]2CC=C(C(=O)O)[C@H](c3ccccc3)N2S(=O)(=O)c2ccc(C)cc2)cc1 | -8%
64 | CN(CC(=O)Nc1ccc(Cl)c(C(F)(F)F)c1)C(=O)c1cc(=O)[nH]c2ccccc12 | -6%
65 | CCN(CC(=O)Nc1ccc(NC(C)=O)cc1)C(=O)c1cccnc1Sc1ccc(C)c(C)c1 | -13%
66 | Cc1ccc(S(=O)(=O)N2CCOCC2)cc1NC(=O)C1CC(=O)N(c2ccc3c(c2)OCCO3)C1 (stereo not given) | -7%
67 | Cc1n[nH]c(=O)c2c(NC(=O)CSc3nnnn3-c3ccccc3)oc(C)c12 | -5%
68 | Cc1ccc(-c2cnc(SCCNC(=O)c3ccco3)[nH]2)cc1 | 4%
69 | COc1ccc(C(CNC(=O)CSc2ccc(Br)cc2)N2CCOCC2)cc1 (stereo not given) | -1%
70 | CSc1ncccc1C(=O)NNC(=O)c1ccc(NS(=O)(=O)c2cccs2)cc1 | -5%
71 | CC(C)(CNC(=O)c1cccc(S(=O)(=O)Nc2ccc(Br)cc2)c1)N1CCOCC1 | 3%
72 | CC(C)CN(C(=O)c1ccc(S(=O)(=O)N2CCCC2)cc1)C1CCS(=O)(=O)C1 (stereo not given) | -1%
73 | COc1ccccc1C(=O)NC(CCSC)C(=O)NCC(c1cccs1)N1CCOCC1 (stereo not given) | 1%
74 | CN1CCN(S(=O)(=O)c2ccc(N3CCN(c4ccc(O)cc4)CC3)c([N+](=O)[O-])c2)CC1 | -2%
75 | Cc1cc(C)c(NC(=O)CNC(=O)CSc2nnc(N)s2)c(C)c1 | 2%
76 | CCOc1ccc(NC(=O)CN(C)C(=O)Cn2cnc3c2c(=O)n(C)c(=O)n3C)cc1OCC | -1%
77 | N#Cc1cccc(NC(=O)CNc2cccc(S(=O)(=O)N3CCCC3)c2)c1 | 1%
78 | Cc1c(Cl)cccc1NC(=O)C1=COCCO1 | 1%
79 | CCOc1ccc(CCNC(=O)COC(=O)Cc2c[nH]c3ccccc23)cc1OCC | -1%
80 | CC(=O)N1CCN(C(=O)COc2ccc3oc4c(c3c2)CCCC4)CC1 | -2%

Of the compounds above, these contain bromine:
no. | Structure | PhoP inhibition
26 | CN1C(=O)[C@@H]2[C@H](C1=O)[C@@H]1C(=O)Nc3ccccc3C(=O)N1[C@@H]2c1ccc(Br)cc1 | -5%
34 | O=C(NCCS(=O)(=O)N1CCN(c2ccccc2)CC1)c1ccc(Br)o1 | 7%
69 | COc1ccc(C(CNC(=O)CSc2ccc(Br)cc2)N2CCOCC2)cc1 (stereo not given) | -1%
71 | CC(C)(CNC(=O)c1cccc(S(=O)(=O)Nc2ccc(Br)cc2)c1)N1CCOCC1 | 3%

The results go on.
no. | Structure | PhoP inhibition
81 | CCOc1ccc(NS(=O)(=O)c2ccc(C(=O)N3CCCC(C)C3)cc2)cc1 (stereo not given) | 5%
82 | CC(=O)Nc1cccc(NC(=O)CSc2ncc(C(=O)Nc3ccc(F)cc3)c(=O)n2C)c1 | 4%
83 | O=C(c1ccc2c(=O)n3c(nc2c1)CCC3)N1CCN(S(=O)(=O)c2cccc(F)c2)CC1 | 2%
84 | COc1ccc(C(=O)NCC(c2cccs2)N2CCc3ccccc32)cc1OC (stereo not given) | -8%
85 | CCCCCN(C(=O)CCC(=O)OCC(=O)N(C)c1ccccc1)c1c(N)n(CCCC)c(=O)[nH]c1=O | -8%
86 | COCCCN(C(=O)Cc1coc2cc(C)c(C)cc12)c1c(N)n(Cc2ccccc2)c(=O)[nH]c1=O | -7%
87 | CCN(C(=O)CSc1nnc(-c2ccc(OC(F)F)cc2)n1N)C1CCS(=O)(=O)C1 (stereo not given) | 6%
88 | CC(=O)Nc1ccc(NC(=O)C(C)OC(=O)c2cccc(S(=O)(=O)N3CCCC3)c2)cc1 (stereo not given) | 1%
89 | CC(OC(=O)Cc1c[nH]c2ccccc12)C(=O)Nc1ccccc1[N+](=O)[O-] (stereo not given) | 1%
90 | COc1ccc(Cl)cc1NC(=O)CN(C)C(=O)c1n[nH]c2ccccc12 | 3%
91 | CC1CCCCN1C(=O)COC(=O)c1cc([N+](=O)[O-])ccc1N (stereo not given) | 1%
92 | COc1cccc(NC(=O)C(=O)NCC2CCCN2S(=O)(=O)c2ccccc2)c1 (stereo not given) | -1%
93 | CC(Sc1nnc(-c2ccc(OC(F)F)cc2)n1N)C(=O)NCC1CCCO1 (stereo not given) | -7%
94 | COC(=O)C1(C)NCCc2c1[nH]c1ccccc21 (stereo not given) | 1%
95 | O=S(=O)(Nc1cccc(-c2ccc3nncn3n2)c1)c1ccccc1F | 5%
96 | CC(C)N=C(N)N=C(N)Nc1ccc(Cl)cc1 | -1%
97 | CCOc1ccc(S(=O)(=O)NCCC(=O)N2CC(C)CC(C)C2)cc1 (stereo not given) | -2%
98 | O=C(CN1C(=O)NC2(CCCC2)C1=O)OCCOc1ccc(F)cc1 | -10%
99 | CO[C@@H]1[C@@H](OC(N)=O)[C@@H](O)C(Oc2ccc3c(O)c(NC(=O)c4ccc(O)c(CC=C(C)C)c4)c(=O)oc3c2C)OC1(C)C (stereo not given in full) | 12%
100 | CCCN(CC(=O)Nc1ccccc1C)C(=O)C1CCN(c2ncnc3sc(C)c(C)c23)CC1 | 1%
101 | CC1CN(C(=O)COC(=O)COc2ccc(C#N)cc2)CC(C)O1 (stereo not given) | -5%
102 | CCOc1ccc(S(=O)(=O)N2CCN(C(=O)c3cc(-c4ccccc4)nn3-c3ccccc3)CC2)cc1 | 4%
103 | CN(C(=O)COC(=O)c1nn(C)c(=O)c2ccccc12)c1c(N)n(Cc2ccccc2)c(=O)[nH]c1=O | -4%
104 | CCOc1ccc(C(=O)Nc2cccc(-c3ccc(N4CCOCC4)nn3)c2)cc1OCC | 8%
105 | CCOC(=O)C(=O)NCC(c1ccco1)S(=O)(=O)c1cccs1 (stereo not given) | 11%
106 | CCCCn1c(N)c(N(CCOC)C(=O)c2cnccn2)c(=O)[nH]c1=O | -2%
107 | C#CCOCCOCCOCCNc1nc(N2CCN(C(=O)[C@H](CCCCN)n3cc(CCCC)nn3)CC2)nc(N2CCN(C(=O)[C@H](CCCCN)n3cc(CCC(=O)O)nn3)CC2)n1 | 2%
108 | COc1ccc(-c2nnc(NC(=O)CS(=O)(=O)c3ccc(F)cc3)o2)cc1 | -5%
